High-throughput results deposited in PubChem BioAssay by several laboratories.
SRC3 inh: SRC3 coactivator transcriptional activity inhibitors, primary screen, cell-based, luminescence | HEK293 GAL4-SRC3 luciferase reporter | inhibition, % at 3.6 µM | 360,000 compounds, 0.17% hits | AID 588352, 2011;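 active = inhibition above a per-campaign cutoff, the mean of all compounds plus 3 SD, cut at about 60% in these data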;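 note: 0% = DMSO-treated cells and 100% = gossypol-treated cells at 36 µM; higher means less SRC3-driven luciferase light from the GAL4 reporter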
SRC2 inh: inhibition of GAL4-SRC2 driven luciferase reporter, primary screen, SRC2 inhibitor project, cell-based, luminescence; Nuclear receptor coactivator 2 (Homo sapiens), Q15596; HEK293 GAL4-SRC2 luciferase reporter; inhibition, % at 9 µM; 370,000 compounds, 0.17% hits;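 active = inhibition above the mean inhibition of all tested compounds plus 3 SD, set per campaign, cut at about 52% in these data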;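 note: 0% = DMSO treated cells and 100% = cells given Gossypol at 36 µM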
NOD2-RIPK2 inh: NOD2-RIPK2 binding disruptors in cells, primary screen, fluorescence, CHO cells, BLA complementation | CCF4 ratio | Receptor-interacting serine/threonine-protein kinase 2 (Homo sapiens), O43353 | 360,000 compounds, 0.38% hits | inhibition, % at 4.98 µM; in the data active = inhibition above about 21%;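 note: 0% = vehicle only and 100% = reference blocker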
LRH-1 inv ag: LRH-1 (NR5A2) inverse agonists, primary screen, cell-based, luminescence, HEK293T, StAR-luciferase reporter. LRH-1 transfected, 24 h. inhibition, % at 3.6 µM. 360,000 compounds, 0.13% hits;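 active = inhibition above the mean inhibition of all tested compounds plus 3 SD, cut at about 73% in these data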;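 note: 0% = DMSO wells and 100% = reporter-only cells lacking LRH-1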
COUP-TFII inh: NR2F2 transcriptional activity inhibitors, primary screen, cell-based, luciferase reporter, HEK293T, luminescence; COUP transcription factor 2 (Homo sapiens), P24468; HEK293T NGFI-A luciferase reporter; inhibition, % at 8.6 µM; 370,000 compounds, 0.7% hits;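 active = inhibition above a per-plate cutoff, mean inhibition of test wells between control levels plus 3 SD, cut at about 38% in these data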;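 note: cells cotransfected with COUP-TFII expression vector driving the NGFI-A reporter; 0% = median of COUP-TF2 test wells and 100% = reporter-only cells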
Exocytosis inh: LAMP-1 surface exposure blockers, TALL-104 cells – cell-based, flow cytometry, MLPCN library, primary screen; TALL-104 LAMP-1 surface exposure; cells stimulated with thapsigargin and PMA; inhibition, % at 10 µM; 360,000 compounds, 0.66% hits;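 active = inhibition above about 55%, limit read from the data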
NCOA1 inh: SRC1 coactivator transcriptional activity inhibitors, primary screen, cell-based, luminescence | Nuclear receptor coactivator 1 (Homo sapiens), Q15788 | HEK293 GAL4-SRC1 luciferase reporter | inhibition, % at 3.6 µM | 360,000 compounds, 0.12% hits | AID 588354, 2011;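 active = inhibition above the campaign mean plus 3 SD, with each screening campaign given its own cutoff, cut at about 60% in these data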;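 note: 0% = DMSO treated cells and 100% = gossypol at 36 µM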
TROY signal inh: inhibitors of TROY-driven NF-kB signaling, primary screen, Q293 LMP1-TROYcd cells, NF-kB luciferase, uHTS. Q293 LMP1-TROYcd NF-kB luciferase reporter, 4 h. inhibition, % at 10 µM. 360,000 compounds, 0.98% hits;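 active = compounds whose plate-normalised and pattern-corrected inhibition of the luciferase reporter signal at the single screening dose is 50% or more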
TLR9-MyD88 block: inhibitors of TLR9-MyD88 association in cells, primary screen, cell-based, CHO, BLA complementation, fluorescence. Toll-like receptor 9 (Homo sapiens) + Myeloid differentiation primary response protein …. CCF4 FRET ratio. inhibition, % at 4.98 µM. 340,000 compounds, 0.21% hits;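 active = inhibition above the mean over all tested compounds plus 3 SD, cut at about 21% in these data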;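 note: 0% = DMSO only wells and 100% = clavulanate BLA inhibitor control wells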
Target sequence (Q99836 whole entry, looked up): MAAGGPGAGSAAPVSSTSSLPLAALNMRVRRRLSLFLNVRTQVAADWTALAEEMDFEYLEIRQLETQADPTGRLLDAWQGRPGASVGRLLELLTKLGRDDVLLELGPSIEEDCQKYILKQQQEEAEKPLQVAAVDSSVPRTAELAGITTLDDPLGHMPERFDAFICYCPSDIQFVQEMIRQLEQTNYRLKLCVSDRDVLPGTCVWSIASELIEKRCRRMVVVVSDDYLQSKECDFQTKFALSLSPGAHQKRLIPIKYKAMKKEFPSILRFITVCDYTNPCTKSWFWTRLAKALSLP
Target sequence (Q9NR96 whole entry, looked up): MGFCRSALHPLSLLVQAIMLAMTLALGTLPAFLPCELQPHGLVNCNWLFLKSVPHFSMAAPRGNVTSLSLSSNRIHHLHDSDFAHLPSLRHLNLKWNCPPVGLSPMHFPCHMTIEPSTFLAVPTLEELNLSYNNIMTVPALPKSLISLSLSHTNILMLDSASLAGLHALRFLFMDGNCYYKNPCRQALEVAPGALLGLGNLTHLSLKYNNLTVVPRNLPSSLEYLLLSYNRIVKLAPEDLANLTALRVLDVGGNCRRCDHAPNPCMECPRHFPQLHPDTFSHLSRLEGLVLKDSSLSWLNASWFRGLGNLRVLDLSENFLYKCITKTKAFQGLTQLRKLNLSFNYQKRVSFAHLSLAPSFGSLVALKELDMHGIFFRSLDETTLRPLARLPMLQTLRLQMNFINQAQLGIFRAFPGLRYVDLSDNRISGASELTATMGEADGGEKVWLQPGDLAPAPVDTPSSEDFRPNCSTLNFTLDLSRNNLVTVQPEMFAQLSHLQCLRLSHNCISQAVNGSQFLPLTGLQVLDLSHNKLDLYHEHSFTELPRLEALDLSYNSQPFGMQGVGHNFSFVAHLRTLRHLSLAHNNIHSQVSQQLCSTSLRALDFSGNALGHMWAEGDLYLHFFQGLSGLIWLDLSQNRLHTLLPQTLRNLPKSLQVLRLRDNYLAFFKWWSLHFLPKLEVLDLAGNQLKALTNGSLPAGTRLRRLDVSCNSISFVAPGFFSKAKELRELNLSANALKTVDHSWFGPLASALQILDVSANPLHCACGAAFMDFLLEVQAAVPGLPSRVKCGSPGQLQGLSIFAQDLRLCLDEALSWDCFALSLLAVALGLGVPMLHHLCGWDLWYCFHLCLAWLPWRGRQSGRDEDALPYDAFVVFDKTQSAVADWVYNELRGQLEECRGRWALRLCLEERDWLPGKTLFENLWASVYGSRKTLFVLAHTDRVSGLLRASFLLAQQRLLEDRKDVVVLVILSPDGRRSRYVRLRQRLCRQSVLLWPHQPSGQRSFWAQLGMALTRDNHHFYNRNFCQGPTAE
TWEAK-Fn14 inh: inhibitors of TWEAK-Fn14 signaling, primary screen, luciferase reporter cells, uHTS | TWEAK-stimulated Fn14 reporter cells, luciferase luminescence, 8 h | inhibition, % at 10 µM | 360,000 compounds, 2% hits; in the data active = inhibition above about 50%
ABHD5 PLIN5 PPI: ABHD5-PLIN5 interaction inhibitors, primary screen, cell lysate, split luciferase complementation, luminescence; Perilipin-5 (Homo sapiens) + 1-acylglycerol-3-phosphate O-acyltransferase ABHD5 (Homo …; Split G. princeps luciferase complementation, 4 h; inhibition, % at 4 µM; 360,000 compounds, 0.78% hits; AID 602281, 2012;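 active = inhibition above the mean inhibition across every tested compound plus 3 SD, cut at about 22% in these data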;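 note: 0% = DMSO only wells and the 100% control is not disclosed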
Starred values were filed as active, the others as inactive; . = not tested or not shown.

Order of results – SRC3 inh	SRC2 inh	NOD2-RIPK2 inh	LRH-1 inv ag	COUP-TFII inh	Exocytosis inh	NCOA1 inh	TROY signal inh	TLR9-MyD88 block	TWEAK-Fn14 inh	ABHD5 PLIN5 PPI
1	CCNc1nc(NC(C)(C)C)nc(N(C#N)CC)n1
    8	-5	-4	-13	5	-2	-3	-1	8	-2	6
2	O=C(CSc1nnc(Cn2nnc3ccccc32)o1)Nc1ccc(Cl)cc1
    22	-7	-14	-4	11	-1	-3	-23	6	-4	5
3	CCN(CC)S(=O)(=O)c1cc(C)c(C)cc1OCC(=O)NC1CCCC1
    11	4	-4	11	6	-6	-13	3	-3	-13	-1
4	Cc1ccccc1C(=O)Nc1ccc(O)c2c(=O)cc(-c3ccccc3Cl)oc12
    5	6	-15	18	-7	0	11	3	-12	-9	1
5	CCOc1ccc(N=Nc2c(C)noc2C)cc1
    -1	-6	3	31	1	-2	-1	2	-8	-18	-1
6	O=C(CCc1nc2ccccc2[nH]c1=O)OCc1ccc(S(=O)(=O)N2CCOCC2)cc1
    18	9	-10	-8	5	-3	18	7	-6	20	7
7	Cc1ccc(CC2CC(=O)N(c3nc4ccccc4s3)C2=O)cc1 (stereo not given)
    -3	14	-9	-12	14	-4	-4	-18	8	8	-2
8	CCOC(=O)c1cc2sccc2n1CC(=O)N1CCCC1
    8	4	8	-24	1	4	11	-14	5	11	1
9	CC(=O)Nc1cc(C(N)=O)c(Cl)cc1Cl
    4	4	-4	-7	-4	3	-31	-3	-4	-7	3
10	COc1cccc(-c2csc(NC3OC(=O)c4c3ccc(OC)c4OC)n2)c1 (stereo not given)
    -32	-31	-14	-63	2	-5	-27	-11	.	-18	4
11	Cc1cc(C)nc(-n2nc(C)c(Oc3ccccc3O)c2C)n1
    0	4	-4	4	-1	2	-17	-13	3	-17	1
12	NS(=O)(=O)c1ccc(NC(=O)CN2CCCc3ccccc32)cc1
    1	-26	5	40	-5	-1	-17	-20	4	6	11
13	C=CCNC(=O)N1CCC(n2nccc2NC(=O)CCCc2ccccc2)CC1
    -27	-9	-6	17	-3	2	4	-7	-2	11	9
14	C/C(=N\NC(=O)c1cccc(N/N=C(\C)c2ccco2)c1)c1ccco1
    -50	-51	-4	-29	-30	-15	-41	-6	7	1	3
15	O=C(Oc1ccccc1)c1cccc(N2C(=O)CCC2=O)c1
    -11	25	-10	0	-4	4	-2	-23	-1	-4	-4
16	COC(=O)c1ccc(Cn2nc(-c3ccc(C)c(C)c3)ccc2=O)cc1
    -27	-16	-3	-25	-19	0	-37	-9	-9	-24	2
17	Cc1ccc(C(=O)NCC(=O)OC(C)C(=O)Nc2ccccc2[N+](=O)[O-])s1 (stereo not given)
    0	23	-7	-10	-4	-2	12	-13	-8	10	-3
18	O=C(O)c1ccccc1CSc1ncccc1C(=O)O
    14	5	-5	2	6	1	-5	-7	0	2	-3
19	CC(=O)OCC1OC(n2ncc(=O)n(Cc3ccccc3)c2=O)C(OC(C)=O)C1OC(C)=O (stereo not given)
    -13	5	7	9	-4	-6	-4	-11	-12	-8	1
20	CCc1nc2ccc(C(=O)NCc3ccc(OC)cc3)cn2c1N(C)Cc1ccc(OC)cc1
    2	-9	5	-37	2	7	6	1	.	12	-5
21	COC(=O)CSc1nc(N)c(C#N)c(-c2ccco2)c1C#N
    0	-34	-5	3	1	0	-12	-19	-12	13	1
22	COc1ccccc1OCc1nnc(SCC(=O)NCc2ccco2)n1Cc1ccco1
    3	-28	-2	19	0	3	9	4	3	7	31*
23	Cc1cc(C)c(C)c(OCCOCCN2CCOCC2)c1
    -5	9	-10	19	6	1	3	7	0	-23	4
24	CC(=O)c1ccc(S(=O)(=O)N(C)CC(=O)Nc2cccc(S(=O)(=O)N3CCCC3)c2)cc1
    -24	-3	-2	8	13	0	-7	-17	5	-2	-6
25	O=[N+]([O-])c1ccc2c(c1)nc1n2CCN(C2CCCCC2)C1
    -44	-72	3	-119	-19	0	-118	-39	-10	-21	8
26	COC(=O)c1c(N2C(=O)[C@H]3[C@@H](C2=O)[C@]2(C(=O)Nc4c(C)cc(C)cc42)N2CCC[C@@H]32)sc(C)c1C
    8	-6	-3	-1	19	1	-6	-7	-2	-4	-2
27	C=CC[C@@H](Cc1ccc(F)cc1)C(=O)OC[C@@H]1CCCN1C(=O)[C@@H](CC=C)CC(=O)NCCO
    -1	-12	0	-11	5	3	1	3	-6	-4	-5
28	CC1(C)CC(=O)c2sc(NS(=O)(=O)c3ccc(F)cc3)nc2C1
    7	-18	-8	7	-7	-2	1	6	-9	7	-5
29	O=C(CN(C(=O)CCC(=O)Nc1nccs1)c1ccc(F)cc1)NCC1CCCO1 (stereo not given)
    -15	-11	10	-10	-2	0	-10	7	-3	14	2
30	COC(=O)C1=C(C(=O)OC)N2C=CC=CC2(C)C(C(=O)OC)=C1C(=O)OC (stereo not given)
    5	9	-23	5	-4	5	-10	6	-4	5	1
31	COc1cccc(NC(=O)CC2(CC(=O)O)CCCC2)c1
    3	5	3	8	-14	43	0	-6	1	-4	-4
32	CC1CCCCC1NC(=O)CCNS(=O)(=O)c1ccc(Cl)cc1 (stereo not given)
    10	16	-4	5	1	-3	-42	-9	-6	-3	-4
33	Cc1ccc(C(=O)NCCc2ccncc2)cc1
    -66	-54	6	-55	-31	1	-57	-45	5	-3	1
34	NS(=O)(=O)c1ccc(CNC(=S)NCc2ccc(Cl)cc2)cc1
    16	18	1	1	9	-4	13	18	-12	32	13
35	O=S(=O)(NCC1CCN(S(=O)(=O)c2ccccc2)CC1)c1ccccc1
    1	-10	3	-2	10	0	8	8	14	-13	0
36	CCOC(=O)c1ccc(CN2CCCC(C)(C(=O)NCCOC)C2)cc1 (stereo not given)
    -2	-14	-5	-2	7	-1	11	10	.	9	-13
37	CC(=O)N1CCN(C(=O)c2oc3ccccc3c2C)CC1
    1	1	-10	8	11	4	0	15	8	18	-5
38	COc1ccc(/C=C/c2c([N+](=O)[O-])c(=O)n(C)c(=O)n2C)c(OC)c1
    11	-38	9	14	-18	2	3	5	7	45	0
39	CCOC(=O)CN1C(=O)CC(c2ccc([N+](=O)[O-])cc2)C1=O (stereo not given)
    -12	-14	-1	3	3	26	-23	8	4	-8	2
40	Cc1cc(C)cc(C(=O)N2CC(C)OC(C)C2)c1 (stereo not given)
    7	2	-5	-9	-13	0	-13	-3	-3	9	-1
41	C/C(=N\O)C(C)(C)NC(=O)Nc1ccc(Cl)cc1
    6	32	-21	-3	-2	-3	-6	-10	-8	2	6
42	Cc1[nH]n(-c2ccccc2)c(=O)c1/C=N/NC(=O)c1ccc(O)cc1O
    -37	.	-4	-61	.	-3	-33	-23	-23	-27	-3
43	COc1ccc(Br)c(C(=O)NNC(=O)c2ccc(NS(=O)(=O)c3cccs3)cc2)c1
    -2	9	0	-20	11	-4	-17	9	-7	-16	4
44	CCc1nc2ccc(C(=O)Nc3cccc(OCC(=O)N(C)C)c3)cn2c1N(C=O)Cc1ccc(OC)cc1
    -3	-4	4	-33	-9	-6	-4	-9	.	-20	-2
45	O=C(Nc1ccccc1C(F)(F)F)c1ccc(CN2CCC(Cc3ccccc3)CC2)cc1
    -2	-5	11	-8	10	5	11	4	-12	9	-3
46	CCOC(=O)c1c(C)[nH]c(C(=O)O)c1C
    -9	-2	0	11	5	12	-1	7	0	-9	2
47	COc1ccc(C(=O)c2cc3ccc(O)cc3oc2=O)cc1
    -25	-5	-6	26	9	4	-3	-27	-2	13	9
48	N#Cc1ccccc1OCC(=O)OCC(=O)NC1CCCCCC1
    -2	-17	-4	-5	-3	-2	-2	-12	-8	-2	-2
49	CCc1ccc(OC)c(S(=O)(=O)Nc2ccccc2C)c1
    7	-9	-4	0	-7	5	8	3	9	-2	1
50	Cc1ccc(OCn2c(=O)sc3ccccc32)cc1
    -48	.	-3	-69	.	-1	-37	-68	-7	8	-8
51	Cc1ccccc1CN1C(=O)/C(=C\c2ccc(C(=O)NCCN3CCOCC3)cc2)Sc2ccccc21
    5	-1	-3	-6	10	17	3	46	-10	30	6
52	CCOc1cc(/C=C\[N+](=O)[O-])ccc1OCC(=O)N1CCOCC1
    -5	21	12	-15	13	7	-8	15	-1	50	29*
53	Cc1onc(-c2c(Cl)cccc2Cl)c1COC(=O)c1ccc(Cl)cc1
    3	7	-5	-6	4	5	4	2	4	-13	1
54	C(=N\Nc1nccc(-c2cccnc2)n1)/c1ccccc1
    -78	-42	-6	-145	-29	-5	-61	-64	.	16	-2
55	COC(=O)C1=C(C)N(CCCC(=O)O)C(=O)NC1c1cccc(OC)c1 (stereo not given)
    -2	-22	0	-7	-6	1	-1	11	2	-9	9
56	CCOC(=O)C(C)Oc1ncnc2cccc(F)c12 (stereo not given)
    -4	-8	0	-6	-8	-2	-9	-1	3	7	-8
57	CCc1ccc(C2CC(c3cccc(OC)c3)n3nc(N)nc3N2)cc1 (stereo not given)
    13	2	0	-2	-6	-1	9	13	-6	-16	-1
58	CCCc1nnc(SCC(=O)NC2CC2)n1C
    2	10	-9	10	-4	2	7	-5	8	-19	2
59	COC(=O)C[C@@H]1CC[C@@H](NC(=O)c2ccccc2F)[C@@H](CO)O1
    .	1	-5	21	12	-5	.	.	.	.	6
60	C/C(=N\Nc1cc(-c2ccccc2)nc(-c2ccccc2)n1)c1ccc(O)c(C)c1
    -3	15	-1	-10	-25	25	-12	-16	2	2	-2

The results go on:
Order of results – SRC3 inh	SRC2 inh	NOD2-RIPK2 inh	LRH-1 inv ag	COUP-TFII inh	Exocytosis inh	NCOA1 inh	TROY signal inh	TLR9-MyD88 block	TWEAK-Fn14 inh	ABHD5 PLIN5 PPI
61	CCCCNC(=O)C1(C)CCN1C(=O)c1cc(C)n(C(C)(C)C)n1 (stereo not given)
    9	-2	5	2	27	0	7	-16	.	8	6
62	O=C(c1ccccc1F)N1CCN(c2ccc([N+](=O)[O-])c(N3CCOCC3)c2)CC1
    14	28	-11	33	-15	-9	17	5	2	0	-1
63	O=c1cc2c(n[nH]1)CCCC2
    6	1	-6	12	10	-2	-2	-21	1	-14	1
64	COc1ccc(NS(=O)(=O)c2c(C)[nH]c(=O)[nH]c2=O)c(OC)c1
    6	4	-8	-3	10	-10	4	1	2	-5	-2
65	CC/C(=N\NC(=O)Nc1ccccc1)c1ccccc1
    -16	16	-3	-80	-13	-2	-25	-40	8	-5	-5

This is a subset; the hit share may differ from the screen's.
